# Source: PubChem
# TWEAK-Fn14 inh: inhibitors of TWEAK-Fn14 interaction signaling; inhibition, % at 10 µM; 2% of 360,000 active; TWEAK-stimulated Fn14 reporter cells, luciferase luminescence, 8 h; in the data active = inhibition above about 50%
# NR2F2 inh: inhibitors of human COUP-TFII (NR2F2) | P24468 | HEK293T NGFI-A luciferase reporter, luminescence | inhibition, % at 8.6 µM | 0.7% of 370,000 active | AID 686940;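 active = inhibition above a per-plate cutoff, mean inhibition of test wells between control levels plus 3 SD, cut at about 38% in these data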;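 also: cells cotransfected with COUP-TFII expression vector driving the NGFI-A reporter; 0% = median of COUP-TF2 test wells and 100% = reporter-only cells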
# Target sequence (P24468 whole entry, looked up): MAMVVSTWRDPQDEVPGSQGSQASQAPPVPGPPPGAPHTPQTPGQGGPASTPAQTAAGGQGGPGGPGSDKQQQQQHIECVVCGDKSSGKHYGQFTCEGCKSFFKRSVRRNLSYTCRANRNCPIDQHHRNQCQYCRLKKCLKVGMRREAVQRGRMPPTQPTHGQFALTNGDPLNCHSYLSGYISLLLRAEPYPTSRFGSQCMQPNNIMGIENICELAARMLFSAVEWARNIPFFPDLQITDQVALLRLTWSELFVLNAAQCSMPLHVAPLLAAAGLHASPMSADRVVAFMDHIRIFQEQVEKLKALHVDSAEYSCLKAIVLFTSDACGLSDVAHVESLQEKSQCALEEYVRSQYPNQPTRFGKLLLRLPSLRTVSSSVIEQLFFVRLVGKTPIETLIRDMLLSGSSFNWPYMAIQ
# NCOA3 inh: inhibits human SRC3 coactivator; Q9Y6Q9; 0.17% of 360,000 active; HEK293 GAL4-SRC3 luciferase reporter, luminescence; inhibition, % at 3.6 µM;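 active = inhibition above a per-campaign cutoff, the mean of all compounds plus 3 SD, cut at about 60% in these data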;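 also: 0% = DMSO-treated cells and 100% = gossypol-treated cells at 36 µM; higher means less SRC3-driven luciferase light from the GAL4 reporter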
# NOD2 RIPK2 PPI: blocks binding of human NOD2 to RIPK2; O43353; CHO BLA complementation NOD2-RIPK2, CCF4 ratio; inhibition, % at 4.98 µM; 0.38% of 360,000 active; AID 624267; in the data active = inhibition above about 21%;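 also: 0% = vehicle only and 100% = reference blocker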
# Target sequence (O43353 whole entry, looked up): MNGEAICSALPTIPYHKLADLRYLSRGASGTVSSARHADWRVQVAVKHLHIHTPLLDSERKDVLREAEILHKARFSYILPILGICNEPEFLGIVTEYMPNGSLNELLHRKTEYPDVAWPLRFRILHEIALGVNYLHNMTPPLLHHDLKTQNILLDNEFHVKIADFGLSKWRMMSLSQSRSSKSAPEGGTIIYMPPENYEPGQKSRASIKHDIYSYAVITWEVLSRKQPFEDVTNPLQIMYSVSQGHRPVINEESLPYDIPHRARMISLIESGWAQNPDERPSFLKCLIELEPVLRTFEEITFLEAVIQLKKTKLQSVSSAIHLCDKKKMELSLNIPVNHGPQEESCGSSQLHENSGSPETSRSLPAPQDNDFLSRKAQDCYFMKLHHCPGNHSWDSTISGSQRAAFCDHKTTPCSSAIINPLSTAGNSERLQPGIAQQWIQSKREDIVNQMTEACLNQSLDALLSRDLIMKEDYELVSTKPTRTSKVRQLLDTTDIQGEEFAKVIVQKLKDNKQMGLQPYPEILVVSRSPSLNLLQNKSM
# SRC2 inh: human SRC2 (NCOA2) inhibition; Q15596; HEK293 GAL4-SRC2 luciferase reporter, luminescence; inhibition, % at 9 µM; 0.17% of 370,000 active; AID 651957;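 active = inhibition above the mean inhibition of all tested compounds plus 3 SD, set per campaign, cut at about 52% in these data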;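 also: 0% = DMSO treated cells and 100% = cells given Gossypol at 36 µM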
# Granule exo inh: lytic granule exocytosis inhibition | TALL-104 LAMP-1 surface exposure, flow cytometry; cells stimulated with thapsigargin and PMA | AID 651702 | 0.66% of 360,000 active | inhibition, % at 10 µM;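 active = inhibition above about 55%, limit read from the data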
# TLR9-MyD88 inh: TLR9-MyD88 interaction inhibition; Q9NR96+Q99836; 0.21% of 340,000 active; CHO BLA complementation TLR9-MyD88, CCF4 FRET ratio; inhibition, % at 4.98 µM; AID 504734;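 active = inhibition above the mean over all tested compounds plus 3 SD, cut at about 21% in these data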;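 also: 0% = DMSO only wells and 100% = clavulanate BLA inhibitor control wells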
# ABHD5-PLIN5 inh: blocks binding of human ABHD5 to perilipin-5. Q00G26+Q8WTS1. inhibition, % at 4 µM. Split G. princeps luciferase complementation, luminescence, 4 h. 0.78% of 360,000 active;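 active = inhibition above the mean inhibition across every tested compound plus 3 SD, cut at about 22% in these data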;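 also: 0% = DMSO only wells and the 100% control is not disclosed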
# SRC1 inh: inhibitors of human steroid receptor coactivator 1 (SRC1). 0.12% of 360,000 active. HEK293 GAL4-SRC1 luciferase reporter, luminescence. Q15788. inhibition, % at 3.6 µM;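 active = inhibition above the campaign mean plus 3 SD, with each screening campaign given its own cutoff, cut at about 60% in these data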;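 also: 0% = DMSO treated cells and 100% = gossypol at 36 µM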
# TROY signal inh: TROY signaling inhibition | Q293 LMP1-TROYcd NF-kB luciferase reporter, 4 h | inhibition, % at 10 µM | 0.98% of 360,000 active;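 active = compounds whose plate-normalised and pattern-corrected inhibition of the luciferase reporter signal at the single screening dose is 50% or more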
# NR5A2 inv ag: inverse agonists of human LRH-1 (NR5A2); 0.13% of 360,000 active; inhibition, % at 3.6 µM; O00482; HEK293T StAR-luciferase reporter, LRH-1 transfected, 24 h;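 active = inhibition above the mean inhibition of all tested compounds plus 3 SD, cut at about 73% in these data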;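 also: 0% = DMSO wells and 100% = reporter-only cells lacking LRH-1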
# * marks the source's active call; other numbers are inactive results; nt = no result given.
SMILES,TWEAK-Fn14 inh,NR2F2 inh,NCOA3 inh,NOD2 RIPK2 PPI,SRC2 inh,Granule exo inh,TLR9-MyD88 inh,ABHD5-PLIN5 inh,SRC1 inh,TROY signal inh,NR5A2 inv ag
C/C=C/C(=O)OCC(=O)Nc1cc([N+](=O)[O-])ccc1Cl,8,-7,7,0,-7,9,6,5,-6,-9,-2
N#CC1=C(N)OC2=C(CCc3ccccc32)C1c1ccccc1Cl (stereo unspecified),37,6,0,-1,-6,12,-8,-1,-5,12,1
O=[N+]([O-])c1ccccc1N/N=C/c1cc2ccccc2nc1Cl,-32,-12,-13,4,-13,-3,7,0,-6,-54,-30
CCOc1nc(-c2ccccc2)c2cc(C)ccc2n1,9,2,-16,-5,10,-4,-3,-6,6,3,-3
C[C@H](CO)N1C[C@H](C)[C@@H](CN(C)C(=O)NC2CCCCC2)Oc2c(NS(=O)(=O)c3cccs3)cccc2C1=O,-2,5,-3,1,-20,-7,-1,4,8,0,3
CCCCOc1ccc(C(=O)Nc2cccc(-n3cnnn3)c2)cc1OC,-18,-2,4,1,-25,8,6,-4,-13,0,-18
O=C(OCC(=O)N1CCc2ccccc2C1)c1ccc(Cl)c([N+](=O)[O-])c1,8,-8,-11,2,9,-5,-2,-3,7,-7,16
Cc1cc(NC(=O)c2ccc([N+](=O)[O-])cc2Cl)ccc1NC(=O)c1ccco1,-36,20,12,1,10,-5,-11,4,-19,-21,-2
COc1ccc(N2CC(C(=O)N3CCN(c4ccccc4)CC3)CC2=O)cc1 (stereo unspecified),13,4,9,-13,9,-11,-10,-1,5,13,-15
Cc1cc(C(=O)CSc2nnc(-c3ccc4c(c3)OCO4)o2)c(C)n1-c1ccc(F)cc1,65*,-4,10,-2,-13,9,11,1,12,13,-12
CC(=O)c1ccc(NC(=O)CCNC(=O)c2ccccc2Cl)cc1,2,-16,-14,3,-34,-10,-1,-8,1,-4,3
Cc1noc(C)c1CNCc1ccccc1,3,-24,0,6,20,6,15,-4,1,4,19
Cc1ccccc1OCC(=O)Nc1nnc(C2CCCCC2)s1,-15,-3,17,9,-3,-6,-6,1,-25,-30,6
CCNC(=O)COc1cc(C)c(Cl)c(C)c1,1,0,-5,-15,-45,-2,3,1,-18,-5,-14
O=C(NCC(=O)N(c1cccc(F)c1)C(C(=O)NC1CCCC1)c1ccncc1)c1ccco1 (stereo unspecified),36,-4,11,3,10,-12,1,-1,12,2,-11
CC1=C(C)CS(=O)N(S(=O)(=O)c2ccc(Cl)cc2)C1 (stereo unspecified),-19,-1,10,37*,-18,64*,9,80*,-1,27,11
O=C(CSc1nc2[nH]ncc2c(=O)n1-c1ccccc1Br)NCc1ccccc1Cl,-7,26,8,0,16,-1,0,4,2,6,-2
CC1Cc2cc(S(=O)(=O)N3CCN(c4ccc(Cl)cc4)CC3)ccc2N1C(=O)C1CC1 (stereo unspecified),28,-8,1,-15,5,-1,-4,7,22,25,2
COc1ccc(S(=O)(=O)N2CCC(C(=O)NN3CCCCC3)CC2)cc1,6,4,-1,5,8,26,-1,1,13,10,2
CC(C)c1ccc(NC(=O)CSc2nc3ccsc3c(=O)n2Cc2ccc(C(=O)O)cc2)cc1,-1,-24,3,-10,-19,7,1,9,-25,-22,20
Cn1nccc1C(=O)N1CCCC(C(=O)c2ccc(C(F)(F)F)cc2)C1 (stereo unspecified),23,4,10,-4,12,-1,-2,-6,-6,-20,-6
CCOc1cc(C(=O)NC(CC(=O)O)c2ccc(OC3CCCC3)cc2)cc(OCC)c1OCC (stereo unspecified),6,-8,-10,-6,-18,-10,-6,10,2,26,3
COc1ccccc1C(=O)Nn1cnnc1,15,6,0,-8,4,-17,-6,5,6,3,0
CCCc1c(C)nc2c(OC)cccc2c1SCC(=O)O,9,2,-16,3,8,8,-3,2,2,13,-7
c1ccc2cc(-c3csnn3)ccc2c1,-38,-10,-15,9,-28,0,5,3,-22,-46,4

# Results in Granule exo inh, for 3 of the compounds above:
Compound,Granule exo inh
COc1ccccc1C(=O)Nn1cnnc1,-17
CCCc1c(C)nc2c(OC)cccc2c1SCC(=O)O,8
c1ccc2cc(-c3csnn3)ccc2c1,0

# Back to the main list; the 4 compounds before the break are reprinted first.
SMILES,TWEAK-Fn14 inh,NR2F2 inh,NCOA3 inh,NOD2 RIPK2 PPI,SRC2 inh,Granule exo inh,TLR9-MyD88 inh,ABHD5-PLIN5 inh,SRC1 inh,TROY signal inh,NR5A2 inv ag
CCOc1cc(C(=O)NC(CC(=O)O)c2ccc(OC3CCCC3)cc2)cc(OCC)c1OCC (stereo unspecified),6,-8,-10,-6,-18,-10,-6,10,2,26,3
COc1ccccc1C(=O)Nn1cnnc1,15,6,0,-8,4,-17,-6,5,6,3,0
CCCc1c(C)nc2c(OC)cccc2c1SCC(=O)O,9,2,-16,3,8,8,-3,2,2,13,-7
c1ccc2cc(-c3csnn3)ccc2c1,-38,-10,-15,9,-28,0,5,3,-22,-46,4
O=C(O)c1cc2c(s1)-c1ccccc1CC2,9,-6,1,-8,-6,-2,-8,-3,-3,8,15
CCCC(=O)Nc1ccc2c(c1)nc(CN1CCCC1)n2C,5,-16,8,2,-1,1,-2,-2,-55,15,3
c1ccc(-c2nnc3sc(CN4CCC5(CC4)OCCO5)cn23)cc1,-4,-8,10,-6,-14,-3,-3,0,5,-2,0
CC(SCc1ccccc1)C(=O)NCc1ccccn1 (stereo unspecified),0,-10,4,7,-24,0,2,1,-13,-5,-11
COc1ccc(Nc2nc3c(C)cccc3cc2C#N)cc1,-12,8,-2,-10,5,-2,-7,0,-10,-35,-1
CCOc1cc(CN2CCN(C(=O)CC(C)C)CC2)ccc1OC,-6,4,-7,-3,-22,-2,-4,-7,1,7,5
Cc1ccc(S(=O)(=O)N[C@@H](C)C(=O)N2CCC(C(=O)N3CCC[C@H]3C(=O)O)CC2)cc1,7,0,-16,0,-28,2,-11,3,-15,14,6
CN(CCc1ccccc1)C(=O)c1cccc(NC(=O)Cc2cccc(NC(=O)C3CCN(C(=O)C4CCC4)CC3)c2)c1,1,12,-12,0,-1,10,-6,4,4,-11,-2
Cc1nnc(NC(=O)c2cc(-c3ccncc3)nc3c(C)cccc23)s1,0,8,-6,2,-35,1,3,4,-4,35,8
O=C(CN1CCCc2ccccc21)Nc1ccc(F)cc1[N+](=O)[O-],14,4,16,-13,-10,-2,-14,0,3,4,8
Cc1cn([C@H]2C[C@H](O)[C@@H](CNC(=O)c3ccccn3)O2)c(=O)[nH]c1=O,22,-11,-10,4,-11,-3,0,-10,-8,8,-1
CC(=O)N1CCc2cc(S(=O)(=O)NC(CC(C)C)C(=O)Nc3cc(C)ccn3)ccc21 (stereo unspecified),4,7,11,6,-40,1,14,-8,5,-1,-21
Cc1ccc(C(=O)CCC2CCCC2=O)cc1 (stereo unspecified),-7,-16,-45,-6,-39,2,-7,-10,-92,-31,-60
COc1cccc(CNC(=O)Cn2c(=O)oc3cc(S(=O)(=O)N4CCCCC4)ccc32)c1,10,11,-2,3,3,0,-5,-2,6,3,9
COc1ccc(C(=O)N2CCCCC2c2cc(C(=O)Nc3ccc(F)c(Cl)c3)no2)cc1 (stereo unspecified),-6,35,-32,-6,21,-2,nt,5,9,11,-1
COc1ccc(O)c(C(=O)c2cnc3onc(C)c3c2)c1,-23,-6,3,7,-7,-7,6,3,4,-20,-9
O=C(CCSCc1cccc(Cl)c1)NCCC1=CCCCC1,-8,-13,20,3,-23,-2,-2,-2,11,-20,28
CC12C=CC(=O)C=C1CCC1C2C(=O)C[C@@]2(C)C1CCC2(O)C(=O)CO (stereo partly specified),-7,11,-8,0,-13,-5,8,-1,-60,-2,12
O=C(Nc1ccc(F)cc1)c1ccc(COc2ccccc2)cc1,-14,1,-4,1,5,1,-13,2,-8,-13,4
CN(C)C(=O)CSc1nc(SCC(=O)N(C)C)n(-c2ccccc2)n1,6,-2,2,-2,-9,1,-3,5,-4,-17,-14
CC1CCCC(C)N1C(=O)COC(=O)COc1ccccc1C#N (stereo unspecified),1,6,13,-13,0,-3,7,-3,-11,3,-5
COc1ccc(C2/C=C\CN(Cc3ccncc3)CC(=O)N2Cc2ccc(F)cc2)cc1 (stereo unspecified),3,9,-2,10,-6,-8,-8,6,1,-10,29
COc1ccc(NC(=O)Nc2ccccc2F)c(C)c1,-21,1,-33,-5,-39,-5,10,-2,-48,-63,-27
CN(Cc1ccc(F)cc1)C(=O)COc1ccc2ccccc2c1,12,10,-8,10,-6,8,6,3,3,-17,-10
Cc1ccc(N(Cc2ccccc2)C(=O)CSC(C)C(=O)Nc2cc(C)on2)cc1 (stereo unspecified),-81,-29,-111,8,0,-1,0,2,-18,-5,-1
Cc1ccc(C)c(NC(=O)CCn2cnnn2)c1,7,6,20,-8,-4,-5,2,6,-5,-11,9
COC(=O)c1ccccc1NC(=O)C1CCCN(S(=O)(=O)c2ccc(OC)cc2)C1 (stereo unspecified),30,10,4,-9,-4,2,-5,0,-6,2,-19

# Records above marked active in NOD2 RIPK2 PPI:
Molecule | TWEAK-Fn14 inh | NR2F2 inh | NCOA3 inh | NOD2 RIPK2 PPI | SRC2 inh | Granule exo inh | TLR9-MyD88 inh | ABHD5-PLIN5 inh | SRC1 inh | NR5A2 inv ag
CC1=C(C)CS(=O)N(S(=O)(=O)c2ccc(Cl)cc2)C1 (stereo unspecified) | -19 | -1 | 10 | 37* | -18 | 64* | 9 | 80* | -1 | 11

# These rows are one share of the data (hit frequency here may not be typical).
